From PubChem BioAssay
ERAP1 inh: ERAP1 (human) enzyme inhibition; Q9NZ08; recombinant ERAP1, Leu-AMC fluorescence, 60 min; inhibition, % at 10.7 µM; 340,000 tested, 0.15% active;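 active = mean replicate inhibition of at least 30%, or all replicates individually reaching that 30% level; inactive = mean below 30% and not every replicate reaching it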;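 note: 0% = neutral control wells and 100% = L-leucinethiol positive control wells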
Target sequence (Q9NZ08 whole entry, looked up): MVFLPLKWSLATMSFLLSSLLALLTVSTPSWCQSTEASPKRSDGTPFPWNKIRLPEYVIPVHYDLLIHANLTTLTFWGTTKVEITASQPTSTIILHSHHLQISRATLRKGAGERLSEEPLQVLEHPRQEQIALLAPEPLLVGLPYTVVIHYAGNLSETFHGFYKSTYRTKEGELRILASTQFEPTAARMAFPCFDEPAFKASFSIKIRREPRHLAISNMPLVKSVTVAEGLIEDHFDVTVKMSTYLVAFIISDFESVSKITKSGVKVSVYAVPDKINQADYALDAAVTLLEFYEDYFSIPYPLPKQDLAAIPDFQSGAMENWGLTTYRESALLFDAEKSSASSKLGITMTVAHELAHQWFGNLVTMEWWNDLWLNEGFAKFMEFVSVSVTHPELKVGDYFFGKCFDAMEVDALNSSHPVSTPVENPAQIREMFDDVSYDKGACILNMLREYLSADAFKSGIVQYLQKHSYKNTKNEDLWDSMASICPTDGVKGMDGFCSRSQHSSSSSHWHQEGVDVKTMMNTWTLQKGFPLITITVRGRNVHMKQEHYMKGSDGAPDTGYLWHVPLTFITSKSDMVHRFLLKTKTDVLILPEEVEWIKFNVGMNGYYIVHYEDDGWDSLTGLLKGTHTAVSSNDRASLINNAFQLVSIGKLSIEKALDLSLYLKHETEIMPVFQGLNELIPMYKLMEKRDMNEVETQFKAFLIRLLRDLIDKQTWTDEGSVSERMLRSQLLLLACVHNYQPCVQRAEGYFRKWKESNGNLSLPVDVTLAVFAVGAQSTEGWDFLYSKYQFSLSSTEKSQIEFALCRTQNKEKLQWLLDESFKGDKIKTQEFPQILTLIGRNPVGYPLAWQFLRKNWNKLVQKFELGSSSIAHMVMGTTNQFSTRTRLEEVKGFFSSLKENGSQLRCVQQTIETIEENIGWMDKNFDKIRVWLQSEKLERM
Cneo AK release: Cryptococcus neoformans lysis via adenylate kinase release; lysis activity, % at 15 µM; 360,000 tested, 0.2% active; AID 651654; C. neoformans lysis, adenylate kinase release luminescence, 4 h; normalised: neutral wells 0, clomiphene wells 100;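 active = mean lysis activity across replicates of at least 80%, whatever share of replicates individually reach that level; inactive = mean lysis activity below 80%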
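read-out = cell lysis signal | test system = log-phase Cryptococcus neoformans yeast cells | input = cells at 5 × 10^6 per mL | medium = fresh YPD growth medium | signal = luminescent adenylate kinase detection reagent | timing = 4 h at 37 °C static, read 1 h later | dosing = single dose | controls = Clomiphene as positive lysis control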
PglD inh: inhibitors of Campylobacter jejuni PglD acetyltransferase; 360,000 tested, 0.098% active; purified PglD enzyme, DTNB colorimetric CoA detection; inhibition, % at 12.5 µM; in the data active = inhibition above about 16%, passing the limit was not always enough; note: strong numbers were not always called active
PGC1a acetyl inh: modulators of PGC1a acetylation; U2OS PGC1a acetylation, AlphaScreen anti-acetyl-lysine; with virally co-expressed GCN5 acetyltransferase; inhibition, % at 15.6 µM; 350,000 tested, 0.17% active; AID 651687;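 active = every replicate shows inhibition of at least 40%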;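 note: 0% = neutral control wells and 100% = positive control wells; some results beyond the cut were filed as inactive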
RAD54 branch: inhibitors of human RAD54 branch migration. RAD54 Holliday junction branch migration, FAM/BHQ fluorescence. inhibition, % at 10.4 µM. 360,000 tested, 0.14% active;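 active = mean normalized replicate activity at least 40 and at least half of replicates scoring 40 or more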;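 note: 0% = median of neutral control wells and 100% = median of positive control wells; inhibitors cause a drop in the FAM fluorescence signal; in these data hits start at about 50%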
miR-122 sensor: miR-122 inhibition in Huh7 cells; 340,000 tested, 0.3% active; activation (reporter increase), % at 12.5 µM; Huh7 miR-122 Renilla luciferase sensor, 48 h; neutral wells = 0, positive control = 100;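 active = mean replicate activation score at least 90 and every replicate individually at or above 90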;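 note: higher luciferase means less miR-122 activity so hits act as miR-122 inhibitors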
E-sel inducer: induces E-selectin expression in human endothelial cells. HUVEC E-selectin immunofluorescence imaging; normalized: neutral wells 0, TNF-alpha wells 100. AID 686992. activation, % at 7.58 µM. 260,000 tested, 0.37% active. P16581;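 active = mean E-selectin-positive cell signal at least 10% of the positive control, reached in at least 60% of replicates, without over 20% cell loss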;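 note: in these data hits start at about 27%; measured in HUVEC primary endothelial cells; signal is the percent of cells scored E-selectin positive by PE staining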
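material = human umbilical vein endothelial cells (HUVEC), E-selectin induction | quantity = 3,000 cells/well | medium = EGM-2 growth medium on 0.1% gelatin-coated wells | technique = immunofluorescence imaging | read-out basis = % PE-positive cells | control set = TNF-alpha positive control, DMSO neutral control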
RAD52 anneal inh: RAD52 (human) annealing inhibition. P43351. recombinant RAD52 DNA annealing, FRET fluorescence. 360,000 tested, 0.46% active. inhibition, % at 18.7 µM. AID 651710;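 active = every replicate showing at least 50% inhibition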
An asterisk follows results filed as active; x = no result given; & = joins results of further samples; ! = repeats disagree; [ ] = dose if it differs, or a comment. An unsorted share of the library, and some 1.4% of all compounds hit somewhere here.

SMILES	ERAP1 inh	Cneo AK release	PglD inh	PGC1a acetyl inh	RAD54 branch	miR-122 sensor	E-sel inducer	RAD52 anneal inh
COCC(=O)Nc1ccc2c(c1)C(=O)N(C)C[C@@H](OC)[C@@H](C)CN(Cc1ccccc1)[C@H](C)CO2	0	0	0	-2	-6	16[16.7 µM]	0.2	-3
CC(=O)N/C(=C\c1ccc(F)cc1)C(=O)OCc1ccccc1	-2	4	2	-12	1	x	-0.2	-4
Cc1ccc(S(=O)(=O)NCc2ccc(C(=O)NC3CCC(O)CC3)cc2)cc1C (stereo not given)	-1	-1	4	-3	8	-2	x	-12
COc1ccc(NC2C=CS(=O)(=O)C2)cc1 (stereo not given)	x	0	-1	3	9	6	x	x
Cc1ccccc1NC(=O)C1c2ccccc2Oc2ccccc21	3	2	1	x	-4	x	x	-14
Cc1cc(NC(=O)CCC(=O)N(CCc2ccccc2)C(C(=O)NC2CCCC2)c2ccco2)no1 (stereo not given)	x	-7	11	-2	-1	-4	x	x
Cc1ccc(OCC(=O)N2CCN(S(=O)(=O)c3ccccc3[N+](=O)[O-])CC2)cc1	-5	x	x	4	x	x	0.6	-5
CO[C@@H]1CN(C)C(=O)c2ccc(NC(=O)C3CC3)cc2OC[C@@H](C)N(C(=O)c2ccccc2F)C[C@@H]1C	0	x	x	10	x	x	0.1	10
CNC(=O)c1[nH]cnc1C(=O)Nc1ccc(F)cc1	1	8	2	-8	-2	0	-0.1	-14
CCN(C[C@@H]1N[C@@H](CO)[C@H]1c1ccc(-c2ccccc2)cc1)C(=O)COC	-6	-9	2	10	0	6[16.7 µM]	-0.1	-25

Next part (2 carried over from the part before).
SMILES	ERAP1 inh	Cneo AK release	PglD inh	PGC1a acetyl inh	RAD54 branch	miR-122 sensor	E-sel inducer	RAD52 anneal inh
CNC(=O)c1[nH]cnc1C(=O)Nc1ccc(F)cc1	1	8	2	-8	-2	0	-0.1	-14
CCN(C[C@@H]1N[C@@H](CO)[C@H]1c1ccc(-c2ccccc2)cc1)C(=O)COC	-6	-9	2	10	0	6[16.7 µM]	-0.1	-25
O=Cc1cccc(OCc2cn(CC(=O)c3ccc(O)cc3)nn2)c1	-4	x	x	-6	x	-4	-0.1	-15
CC(C)NC(=O)N[C@@H]1CC[C@H](CC(=O)N2CCCCC2)O[C@@H]1CO	0	2	2	-3	-6	-10[16.7 µM]	0.3	0
C[C@H]1CCCCO[C@@H](CN(C)Cc2ccc3c(c2)OCO3)[C@@H](C)CN([C@@H](C)CO)C(=O)c2cc(NC(=O)Nc3cccc4ccccc34)ccc2O1	x	2	1	-21	0	-1[16.7 µM]	0.4	x
CO[C@H]1CN(C)C(=O)c2ccc(NC(=O)c3cnccn3)cc2OC[C@@H](C)N(C(C)=O)C[C@H]1C	3	-2	-1	8	-1	3[16.7 µM]	0.0	-19
Cc1noc(C)c1S(=O)(=O)Nc1ccc2c(c1)CC(=O)N([C@H](C)CO)C[C@@H](C)[C@@H](CN(C)C(=O)Nc1ccc(F)cc1)O2	2	1	1	-5	-11	6[16.7 µM]	-17	-1
COCC(=O)N(C)C[C@H]1Oc2cc(C3=CCCCC3)ccc2S(=O)(=O)N([C@@H](C)CO)C[C@@H]1C	4	-3	-3	2	3	-11[16.7 µM]	0.5	11
COc1cc(NC(=O)CCc2nnc3ccc(N4CCN(C)CC4)nn23)cc(OC)c1	-3	-1	-2	-4	-10	-6	x	4
COc1ccc(C(=O)C[n+]2cccc(C(N)=O)c2)cc1	-4	-2	3	x	1	x	24	-19
Clc1ccc(Nc2nc3ccccc3n3nnnc23)cc1	x	-2	1	-1	-7	8	x	x
CCCc1nc2c3ccccc3ccn2c1Cc1ccccc1C(F)(F)F	-2	15	-3	0	2	1	0.3	-55
COc1cccc2c1OC1(CCN(C(C)C)CC1)N1N=C(c3cccnc3)CC21 (stereo not given)	-1	-4	-1	19	-1	-4	1.8	-14
Cc1noc(C)c1NC(=O)N(C)C[C@H]1OCCCC[C@@H](C)Oc2ccc(NC(=O)CCC(F)(F)F)cc2C(=O)N([C@H](C)CO)C[C@H]1C	0	-1	-3	4	0	-2[16.7 µM]	-0.1	1
COc1cccc(-c2cnc3c(NC(C)=O)cc(-c4cccc(C(=O)N(C)C)c4)cn23)c1	-1	0	-7	9	1	10	-0.1	-23
Cc1c(N=Cc2cc3c(cc2[N+](=O)[O-])OCO3)cccc1[N+](=O)[O-]	1	x	x	14	x	x	0.5	-10
Cc1ccc(S(=O)(=O)N(C)C[C@@H]2OCCCC[C@H](C)Oc3ccc(NC(=O)CCCN(C)C)cc3C(=O)N([C@H](C)CO)C[C@@H]2C)cc1	-1	-3	0	3	11	-9[16.7 µM]	x	37
O=C(C[C@@H]1C=C[C@@H](NC(=O)C2CC2)[C@H](CO)O1)NCC1CC1	0	7	0	-1	-6	x	-0.2	9
CN1CCN(C(=O)C[C@@H]2CC[C@@H]3[C@H](COC[C@@H](O)CN3Cc3cccc(F)c3)O2)CC1	x	48	-7	3	7	-5[16.7 µM]	0.1	x
CC(C)n1c(O)c(N=NC(=O)C2COc3ccccc3O2)c2ccccc21 (stereo not given)	-3	0	1	1	13	2	x	-2
C[C@H]1CN([C@@H](C)CO)C(=O)Cc2cc(NC(=O)C3CC3)ccc2O[C@@H]1CN(C)C(=O)Nc1ccc(F)cc1	1	10	4	-4	-13	-4[16.7 µM]	-0.2	8
Cc1ccc(Cl)c(OCC(=O)Nc2ccc3c(c2)OCCO3)c1	x	-1	3	-14	14	0	x	x
O=C(CN1C(=O)NC2(CCCC2)C1=O)NCc1cccc(Cl)c1	-2	1	3	-12	0	-4	-0.1	-5
Cc1ccc(-n2c(C)nnc2SC(C)C(=O)N2CCCC2)cc1 (stereo not given)	2	3	-4	19	6	0	x	-9
Cc1c(C)[n+](=O)c2c(n1[O-])CCCCC2	x	-1	4	-5	0	-1	x	x
COc1ccccc1-n1cnc2cc(NC(C)=O)ccc21	x	1	0	1	-5	9	x	x
COc1ccccc1CNC(=O)COC(=O)c1cc2ccccc2o1	-11	-1	-1	10	-3	5	-0.5	-23
CC(C)CC(NC(=O)C(NC(=O)C1CCC(=O)N1C(=O)OCc1ccccc1)C(C)C)C(=O)N1CCCC1C(N)=O (stereo not given)	-2	1	8	x	1	0	-0.1	8
COC(=O)C1=NN(c2ccccc2OC)C2C(=O)N(c3ccccc3OC)C(=O)C12 (stereo not given)	9	x	x	14	x	4	x	-2
O=C(CC(C(=O)O)C1CCCO1)NCCc1ccc2c(c1)OCO2 (stereo not given)	x	0	-1	3	2	-8	x	x
COc1ccc(CNC(=O)C2CCN(S(=O)(=O)c3ccc4c(c3)CC(C)N4C(C)=O)CC2)cc1 (stereo not given)	3	0	-2	-16	-2	1	x	-9
O=C(CCC(=O)Nc1ccccc1Cl)NNS(=O)(=O)c1ccc(Cl)cc1	-1	3	2	x	8	0	-0.2	-4
CCCOC(=O)/C(C)=N\NC(=O)c1ccco1	x	3	-2	-1	2	-3	x	x
COc1ccc(N2C(=O)c3ccccc3NC2c2ccc(OC)c(Cn3cc([N+](=O)[O-])cn3)c2)cc1 (stereo not given)	0	-1	-2	15	-3	-16	0.0	-18
O=C(N[C@@H]1CC[C@H](CCn2cc(C3(O)CCCC3)nn2)O[C@@H]1CO)C1CC1	1	0	-1	-4	-7	x	1.0	4
COc1ccc(C2=NCN(c3ccc(C)cc3)C(=S)N2)cc1	x	-3	-2	-6	-3	1	x	x
O=C(O)/C=C\C(=O)Nc1ccc(Oc2ccc(Br)cc2)cc1	-1	x	x	20	x	-4	x	-15
CCOc1ccc(C(=O)NCC(=O)OC(C)C(=O)NCc2ccco2)cc1OCC (stereo not given)	x	5	8	-16	1	-6	x	x
CCOCCCn1c(=NC(=O)c2ccco2)c(C(=O)OCC)cc2c(=O)n3cccc(C)c3nc21	60*	x	x	-1	x	-4	x	0
C[C@H](CO)N1C[C@H](C)[C@@H](CN(C)CC2CCOCC2)Oc2ncc(Br)cc2C1=O	4&-3	4&-1&0	-2&3&3	89*!	-16&-1&-8	-5	-0.1&0.1	-1&-1
C[C@@H]1CN([C@@H](C)CO)C(=O)c2cc(NC(=O)NC3CCCCC3)ccc2O[C@H]1CN(C)Cc1ccc(Oc2ccccc2)cc1	4	67	6	0	-6	-6[16.7 µM]	0.3	-14
C[C@H]1CN([C@@H](C)CO)C(=O)c2cc(/C=C/c3ccccc3)cnc2O[C@@H]1CN(C)Cc1cccnc1	0	1	-2	-16	5	1[16.7 µM]	0.1	0
Cc1ccc(C)c(-n2cc(CN3CCCN(C=O)CC3)c(-c3ccccc3)n2)c1	x	-2	-5	10	-3	0	8.0	-10
S=c1[nH]c(-c2ccccc2)cn1-c1ccccc1	-1	15	1	-2	-5	-11	0.0	-14
Cn1cnc(S(=O)(=O)N2C[C@H](O)COC[C@@H]3O[C@@H](CC(=O)NC4CCCC4)CC[C@H]32)c1	1	-1	8	0	-20	-1[16.7 µM]	0.0	3
CSc1cccc(N=C2C(=O)Nc3ccccc32)c1	0	-1	-1	x	-2	x	0.0	-8
C[C@@H]1CN([C@@H](C)CO)C(=O)CCCn2nncc2CO[C@H]1CN(C)C(=O)Nc1ccc(N2CCCCC2)cc1	1&3	4&55&14	1&0&2	0&7&10	-7&-6&-2	-1	6.9&-0.1	-4&-8&-21
CCc1ccc(C(=O)COC(=O)c2cccs2)cc1	x	-8	4	6	6	-1	x	x
COc1ccc([C@H]2N[C@]3(CCCN(Cc4ccc(F)cc4)C3=O)[C@H]3C(=O)N(C)C(=O)[C@@H]23)cc1	-3	0	-6	5	-3	-7	-0.2	-9
CO[C@@H]1CN(C)C(=O)c2ccc(NC(=O)c3ccc4c(c3)OCO4)cc2OC[C@H](C)N(CCC(F)(F)F)C[C@H]1C	1	-4	0	-13	-3	x	-0.2	1
CCCCN(C)C(=O)CCCc1c[nH]c2ccccc12	x	18	2	x	-4	-5	x	x
CCN(CC)C(=O)CSc1nc2cc3c(cc2c(=O)n1CCCC(=O)NCCc1ccc(OC)c(OC)c1)OCO3	2	0	-1	-3	2	0	6.1	-3

The listing continues.
SMILES	ERAP1 inh	Cneo AK release	PglD inh	PGC1a acetyl inh	RAD54 branch	miR-122 sensor	E-sel inducer	RAD52 anneal inh
Cc1ccc2cc3c(NC(=O)c4ccco4)nn(CC(C)C)c3nc2c1	x	-3	-1	-1	-1	2	x	x
O=C(O)c1cc(-c2cc(C(=O)O)c3ccccc3n2)ccc1O	-4	3	4	-5	0	x	-0.2	-14
CC1CC(C)CN(c2ccc(S(=O)(=O)N3CCOCC3)cc2)C1 (stereo not given)	1	-1	-2	-29	5	2	-0.7	1
Cc1ccc2c(C)c(C(=O)N(C)Cc3ccncn3)oc2c1C	-4	2	0	x	0	-5	0.1	2
COc1ccc(C#Cc2cnc3c(c2)C(=O)N([C@@H](C)CO)C[C@@H](C)[C@@H](CN(C)C(=O)CC2CC2)O3)cc1	-1	1	1	-6	15	32[16.7 µM]	-0.4	-11
CCCCN(C(=O)C1CC1)C1CCS(=O)(=O)C1 (stereo not given)	2	1	-2	16	-13	1	x	-10
CCCc1cc(=O)oc2c(C)c(OCC(=O)N3CCC(C(=O)O)CC3)ccc12	2	-2	-4	-2	-3	-4	x	-5
N#C[C@H]1[C@@H](c2ccc(C#CC3CCCCC3)cc2)[C@@H](CO)N1C(=O)c1cccc(F)c1	0	0	3	-11	3	x	-0.1	-60
O=C(COC(=O)CN1C(=O)COc2ccccc21)NC1CCCCC1	4	1	-2	-10	2	0	0.2	4
